Source: PubChem BioAssay
ABHD5-PLIN5 inh: blocks binding of human ABHD5 to perilipin-5; AID 602281; Q00G26+Q8WTS1; 0.78% of 360,000 active; Split G. princeps luciferase complementation, luminescence, 4 h; inhibition, % at 4 µM;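 active = inhibition above the mean inhibition across every tested compound plus 3 SD, cut at about 22% in these data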;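 also: 0% = DMSO only wells and the 100% control is not disclosed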
NR2F2 inh: blocks human COUP-TFII nuclear receptor; P24468; HEK293T NGFI-A luciferase reporter, luminescence; inhibition, % at 8.6 µM; 0.7% of 370,000 active;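 active = inhibition above a per-plate cutoff, mean inhibition of test wells between control levels plus 3 SD, cut at about 38% in these data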;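 also: cells cotransfected with COUP-TFII expression vector driving the NGFI-A reporter; 0% = median of COUP-TF2 test wells and 100% = reporter-only cells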
MC4R antagonist: blocks human MC4R cAMP signaling; AID 540295; 0.48% of 360,000 active; inhibition, % at 6.5 µM; MC4R-expressing cells, MTII-stimulated cAMP, LANCE TR-FRET;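 active = inhibition above its plate's cutoff, the mean of tested wells on that plate plus 3 SD, cut at about 29% in these data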;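 also: 0% = Melanotan II alone and 100% = Melanotan II plus saturating MCL0020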
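Material: human MC4R-expressing U2OS cells. Probe or stimulus: Melanotan II challenge. Dosing: 6.5 µM single dose. Times: 30-min compound, 1-h challenge, 1-h detection, room temperature. Technique: TR-FRET with Eu-cAMP and labeled anti-cAMP, 671 nm. Replication: singlicate.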
LMP1 NFkB inh: Epstein-Barr LMP1 NF-kappaB reporter inhibition; LMP1-induced NF-kappaB luciferase reporter cells, luminescence; inhibition, % at 12.5 µM; 0.69% of 350,000 active; AID 504558; in the data active = inhibition above about 41%;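 also: 0% = neutral control wells and 100% = reference inhibitor control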
TLR9-MyD88 block: blocks human TLR9 binding to MyD88; inhibition, % at 4.98 µM; 0.21% of 340,000 active; CHO BLA complementation TLR9-MyD88, CCF4 FRET ratio;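 active = inhibition above the mean over all tested compounds plus 3 SD, cut at about 21% in these data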;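 also: 0% = DMSO only wells and 100% = clavulanate BLA inhibitor control wells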
LRH-1 inv ag: suppresses constitutive activity of human LRH-1; AID 602396; 0.13% of 360,000 active; O00482; HEK293T StAR-luciferase reporter, LRH-1 transfected, 24 h; inhibition, % at 3.6 µM;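 active = inhibition above the mean inhibition of all tested compounds plus 3 SD, cut at about 73% in these data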;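 also: 0% = DMSO wells and 100% = reporter-only cells lacking LRH-1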
MC4R barr agon: activates human MC4R beta-arrestin recruitment; 0.98% of 360,000 active; U2OS MC4R beta-arrestin complementation, luminescence; percent of melanotan II response, DMSO zero; activation, % at 8.9 µM;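 active = activation above a per-plate cutoff, the mean activation of sample wells on that plate plus 3 SD, cut at about 8% in these data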
NCOA1 inh: inhibits human SRC1 coactivator; Q15788; HEK293 GAL4-SRC1 luciferase reporter, luminescence; inhibition, % at 3.6 µM; 0.12% of 360,000 active; AID 588354;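 active = inhibition above the campaign mean plus 3 SD, with each screening campaign given its own cutoff, cut at about 60% in these data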;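 also: 0% = DMSO treated cells and 100% = gossypol at 36 µM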
Target sequence (Q15788 whole entry, looked up, the tested form may be a part): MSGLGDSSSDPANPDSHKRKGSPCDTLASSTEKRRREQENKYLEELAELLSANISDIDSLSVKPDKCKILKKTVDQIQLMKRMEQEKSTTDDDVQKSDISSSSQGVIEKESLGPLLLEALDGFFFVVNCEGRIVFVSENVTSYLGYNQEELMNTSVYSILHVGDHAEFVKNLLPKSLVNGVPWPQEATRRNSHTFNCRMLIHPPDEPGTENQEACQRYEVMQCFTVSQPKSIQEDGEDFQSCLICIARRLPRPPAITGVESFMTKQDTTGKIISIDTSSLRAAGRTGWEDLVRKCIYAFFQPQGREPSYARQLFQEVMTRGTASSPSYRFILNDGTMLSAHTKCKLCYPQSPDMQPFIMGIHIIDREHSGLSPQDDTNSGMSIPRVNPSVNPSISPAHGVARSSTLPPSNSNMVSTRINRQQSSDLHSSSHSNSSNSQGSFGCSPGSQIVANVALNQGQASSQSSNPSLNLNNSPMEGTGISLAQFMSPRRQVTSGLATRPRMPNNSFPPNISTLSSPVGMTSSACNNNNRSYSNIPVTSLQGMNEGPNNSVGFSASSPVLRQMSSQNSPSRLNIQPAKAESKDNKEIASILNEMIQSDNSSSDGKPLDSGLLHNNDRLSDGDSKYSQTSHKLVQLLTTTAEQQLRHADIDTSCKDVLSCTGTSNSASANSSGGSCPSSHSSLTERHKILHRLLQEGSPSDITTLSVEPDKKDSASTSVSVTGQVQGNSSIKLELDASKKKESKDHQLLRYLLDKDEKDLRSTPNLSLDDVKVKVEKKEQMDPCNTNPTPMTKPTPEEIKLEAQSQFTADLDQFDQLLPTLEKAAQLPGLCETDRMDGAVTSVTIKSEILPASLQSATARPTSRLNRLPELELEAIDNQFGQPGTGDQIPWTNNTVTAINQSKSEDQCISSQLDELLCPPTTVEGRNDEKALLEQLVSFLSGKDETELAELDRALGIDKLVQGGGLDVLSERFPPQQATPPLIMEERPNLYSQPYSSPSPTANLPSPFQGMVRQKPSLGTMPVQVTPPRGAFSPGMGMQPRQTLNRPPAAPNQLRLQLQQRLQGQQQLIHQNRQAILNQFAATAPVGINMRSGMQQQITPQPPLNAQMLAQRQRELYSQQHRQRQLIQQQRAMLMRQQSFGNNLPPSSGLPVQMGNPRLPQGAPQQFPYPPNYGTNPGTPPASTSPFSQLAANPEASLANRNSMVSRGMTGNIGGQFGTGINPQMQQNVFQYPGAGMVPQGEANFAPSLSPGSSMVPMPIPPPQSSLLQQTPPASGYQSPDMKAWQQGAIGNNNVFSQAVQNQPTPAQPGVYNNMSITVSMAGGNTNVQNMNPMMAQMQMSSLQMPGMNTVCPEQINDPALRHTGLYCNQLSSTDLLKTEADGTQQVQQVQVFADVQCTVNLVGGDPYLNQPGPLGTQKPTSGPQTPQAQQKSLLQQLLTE
SRC3 inh: inhibits human SRC3 coactivator; 0.17% of 360,000 active; inhibition, % at 3.6 µM; Q9Y6Q9; HEK293 GAL4-SRC3 luciferase reporter, luminescence; AID 588352;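 active = inhibition above a per-campaign cutoff, the mean of all compounds plus 3 SD, cut at about 60% in these data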;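 also: 0% = DMSO-treated cells and 100% = gossypol-treated cells at 36 µM; higher means less SRC3-driven luciferase light from the GAL4 reporter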
NOD2 RIPK2 PPI: blocks binding of human NOD2 to RIPK2 | AID 624267 | 0.38% of 360,000 active | CHO BLA complementation NOD2-RIPK2, CCF4 ratio | inhibition, % at 4.98 µM | O43353; in the data active = inhibition above about 21%;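 also: 0% = vehicle only and 100% = reference blocker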
SRC2 inh: inhibits human steroid receptor coactivator 2 | 0.17% of 370,000 active | AID 651957 | HEK293 GAL4-SRC2 luciferase reporter, luminescence | Q15596 | inhibition, % at 9 µM;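 active = inhibition above the mean inhibition of all tested compounds plus 3 SD, set per campaign, cut at about 52% in these data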;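 also: 0% = DMSO treated cells and 100% = cells given Gossypol at 36 µM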
* = called active by the depositor; nt = not tested or not shown; & = joins results of further samples. These rows are one share of the data; the hit share may differ from the screen's.

SMILES | ABHD5-PLIN5 inh | NR2F2 inh | MC4R antagonist | LMP1 NFkB inh | TLR9-MyD88 block | LRH-1 inv ag | MC4R barr agon | NCOA1 inh | SRC3 inh | NOD2 RIPK2 PPI | SRC2 inh
Cc1ccc(CCNC(=O)C2CCN(S(=O)(=O)c3ccc4c(c3)NC(=O)CO4)CC2)cc1 | -7 | -4 | 8 | 2 | 6 | 4 | -2.0 | 7 | 12 | 11 | -1
O=C(COC(=O)Cc1ccc(Br)cc1)NC1CCCCCC1 | -2 | -11 | 5 | -2 | -1 | 1 | -2.3 | 15 | 3 | -10 | -1
CCOCCn1c(CN2CCN(c3ccc(F)cc3)CC2)nc2c1c(=O)n(C)c(=O)n2C | -6 | -4 | 17 | 0 | -5 | 0 | 1.2 | 10 | 3 | -7 | 13
CCOC(=O)[C@H]1[C@H]2COc3ccc(OC)cc3[C@@H]2N2C(=O)c3cc(OC)ccc3NC(=O)[C@@]12C | -1 | 12 | 3 | 3 | -6 | 10 | -2.5 | -10 | 9 | -9 | -27
CCC1(CC)NC(=O)N(CC(=O)OC(C)C(=O)Nc2ccc(S(N)(=O)=O)cc2)C1=O (stereo not given) | -2 | 4 | -3 | 4 | -1 | 2 | -1.9 | 12 | 11 | -5 | -12
Cc1nnc(SCc2cc(=O)[nH]c(=S)[nH]2)s1 | 3 | -1 | 0 | -4 | 13 | -4 | 2.3 | 4 | -5 | 6 | -17
CCc1noc(C)c1C(=O)N(C)CC(=O)Nc1ccc(OC)cc1 | 14 | 7 | 6 | -7 | -6 | -3 | 0.9 | -8 | 2 | -9 | 2
CN(Cc1ccc(OC(F)F)cc1)C(=O)/C=C/c1ccc(S(=O)(=O)N2CCOCC2)cc1 | -11 | -1 | 20 | 7 | -14 | 8 | -1.6 | -3 | -7 | -2 | 1
Cc1cc(C)c(C)c(S(=O)(=O)N2CCN(CC(=O)Nc3ccc([N+](=O)[O-])cc3)CC2)c1C | 0 | 3 | 21 | 4 | -13 | -11 | 1.4 | -5 | 16 | 1 | 2
On1nnc2cc(C(F)(F)F)ccc21 | 1 | -24 | 22 | 5 | -3 | 18 | 1.4 | -48 | -15 | 6 | -1
CCOC(=O)CCP(=O)(O)C(O)c1ccccc1 (stereo not given) | 7 | -3 | 12 | 0 | -19 | 10 | -1.8 | 2 | -21 | -1 | 8
CCOc1cc(NC(=S)NCC2CCCO2)c(OCC)cc1NC(=O)c1ccc(C)cc1 (stereo not given) | 2 | 5 | 18 | -12 | -3 | 14 | -2.1 | -30 | 8 | -3 | -4
COc1ccc(-c2nc(CN3CCN(c4ncccn4)CC3)c(C)o2)cc1C | -2 | 17 | 0 | -4 | 2 | -15 | -0.3 | 1 | -16 | 0 | -4
CCOC(=O)N1CCN(C(=O)C(=O)NNC(=O)COc2ccc(Cl)cc2)CC1 | 0 | 15 | 21 | 14 | -2 | -5 | -1.0 | -3 | 14 | -2 | -5
COc1cccc(OCC(=O)Nc2ccncc2)c1 | 6 | 31 | 0 | 0 | 1 | 1 | -1.9 | 12 | 1 | -10 | -3
CC1=CCC2C(=O)N(c3ccc(S(N)(=O)=O)cc3)C(=O)C2C1 (stereo not given) | -5 | -2 | 8 | -6 | 8 | 15 | -0.1 | -17 | -19 | 2 | -52
COCCNc1nc2nonc2nc1N(C)Cc1cccc2cnccc12 | -1 | -13 | -1 | 8 | 5 | -8 | -2.5 | -2 | -2 | 6 | 9
O=C(CNC(=O)Cc1ccccc1)NCC(=O)N1CCCCC1 | 2 | 0 | -4 | 14 | -1 | 10 | -1.1 | 15 | 8 | -1 | -13
Cc1ccc2c(c1)/C(=C/c1ccc(F)cc1)C(=O)N2 | 34* | 19 | -5 | 3 | 2 | 19 | 4.2 | 11 | 42 | 4 | 22
COc1ccc(OCC(=O)NNc2nc3ccccc3s2)cc1 | 2 | -3 | 6 | -27 | -3 | -3 | -0.6 | -21 | 0 | -7 | -1
Cc1ccc(OCC(=O)Nc2cccnc2Cl)cc1C | 1 | -29 | 4 | 4 | -1 | -82 | 1.2 | -27 | -28 | -5 | -27
Fc1ccc(CSc2ncnc3c2oc2ccccc23)cc1 | 0 | -6 | -4 | 6 | 17 | 3 | 3.1 | 12 | 16 | 8 | 1
COC(=O)c1ccc(OC(=O)CCN2c3ccccc3Sc3ccccc32)cc1 | -1 | -5 | 20 | 1 | 7 | -10 | 3.4 | -16 | 1 | 0 | -15
CC[C@]12c3[nH]c4cc(-c5ccco5)ccc4c3CCN1C(=O)[C@@H](CC(=O)NCCCOC)C[C@@H]2C(=O)N1CCN(C(=O)C2CC2)CC1 | 18 | 1 | 2 | -3 | 1 | 7 | -1.8 | -13 | -3 | 0 | -3
O=C(CSCc1ccc(Cl)cc1)Nc1nccs1 | 2 | 8 | -4 | -3 | -3 | -15 | -1.8 | 10 | 13 | 4 | -15

The final three records of the section above lead into the next.
SMILES | ABHD5-PLIN5 inh | NR2F2 inh | MC4R antagonist | LMP1 NFkB inh | TLR9-MyD88 block | LRH-1 inv ag | MC4R barr agon | NCOA1 inh | SRC3 inh | NOD2 RIPK2 PPI | SRC2 inh
COC(=O)c1ccc(OC(=O)CCN2c3ccccc3Sc3ccccc32)cc1 | -1 | -5 | 20 | 1 | 7 | -10 | 3.4 | -16 | 1 | 0 | -15
CC[C@]12c3[nH]c4cc(-c5ccco5)ccc4c3CCN1C(=O)[C@@H](CC(=O)NCCCOC)C[C@@H]2C(=O)N1CCN(C(=O)C2CC2)CC1 | 18 | 1 | 2 | -3 | 1 | 7 | -1.8 | -13 | -3 | 0 | -3
O=C(CSCc1ccc(Cl)cc1)Nc1nccs1 | 2 | 8 | -4 | -3 | -3 | -15 | -1.8 | 10 | 13 | 4 | -15
N/C(=N\OC(=O)c1ccccc1F)c1cccc([N+](=O)[O-])c1 | 5 | -26 | -3 | -35 | 8 | -46 | 0.4 | -29 | -29 | -8 | -11
O=C(Nc1ccc(OCC(=O)N2CCOCC2)cc1)c1cc(F)c(F)cc1Cl | -5 | -12 | 2 | 0 | -2 | -15 | -1.5 | -17 | -28 | -5 | -24
COc1ccc(S(=O)(=O)CCC(=O)Nc2c(C)cccc2C)cc1 | 7 | 2 | 0 | 3 | 2 | 10 | -0.7 | -5 | -7 | 12 | -44
C[C@@H]1CN([C@H](C)CO)C(=O)c2cc(C#CC(C)(C)O)cnc2O[C@@H]1CN(C)C(=O)C1CC1 | -7 | -9 | 10 | 3 | -4 | -14 | 1.7 | 0 | 8 | 8 | -24
CCn1nc(C)cc1C(=O)N1CCCC(N2CCN(c3cccc(Cl)c3)CC2)C1 (stereo not given) | -4 | 16 | 0 | 8 | -1 | 7 | -3.4 | 7 | 14 | -1 | -1
Cc1cc(C)c(NC(=O)Nc2ccc3c(c2)OCO3)c(C)c1 | 6 | -3 | 8 | -10 | 6 | -39 | 2.4 | -29 | -40 | -1 | -31
CC(C)(C)c1ccc(C(=O)Nc2ccc(C(=O)NCc3cccnc3)cc2)cc1 | 5 | 17 | 14 | -9 | 7 | 69 | 0.3 | -9 | 15 | 1 | 7
COc1ccc(C(=O)NC(=S)Nc2cccc(NC(=O)c3ccco3)c2)cc1[N+](=O)[O-] | -6 | -2 | -5 | 13 | -6 | 10 | -1.1 | -4 | 15 | 3 | -11
CC(C)C(c1nnnn1C1CCCC1)N1c2ccccc2CC1C (stereo not given) | 5 | 16 | -2 | -1 | 5 | 2 | -0.2 | -7 | 3 | -6 | -9
C(=C\c1ccccc1)/CN1CCN(C(c2cccs2)c2nnnn2C2CCCC2)CC1 (stereo not given) | 15 | 6 | nt | nt | nt | 31 | nt | 3 | 2 | -19 | 3
Cc1ccc(/C(O)=C2\C(=O)C(=O)N(CCc3c[nH]c4ccccc34)C2c2cccnc2)cc1 (stereo not given) | 0 | -40 | -2 | 15 | -1 | 5 | -2.0 | -14 | -14 | -5 | -8
CSCCC1C(=O)OC2(C)CC(C)(C)NC(=S)N12 (stereo not given) | -9 | -7 | -2 | -7 | -6 | 13 | 0.9 | 7 | 0 | -6 | -7
Cc1ccc(N2CC(C(=O)OCC(=O)c3ccc[nH]3)CC2=O)cc1 (stereo not given) | 5 | -11 | -2 | -5 | -15 | 6 | 0.0 | -7 | 13 | 3 | -4
C[C@@]12C(=O)N(CCc3c[nH]c4ccccc34)CC(=O)N1[C@H]1c3ccccc3OC[C@@H]1[C@@H]2c1ccccc1 | -3 | 24 | 12 | -5 | -9 | 10 | 1.1 | -5 | -6 | -15 | 12
CC(OC(=O)c1nc(Cl)ccc1Cl)C(=O)NCc1ccccc1 (stereo not given) | 4 | 0 | 0 | -9 | 3 | 1 | -1.9 | -6 | 1 | -3 | -10
CC(=O)c1c(OCC(=O)N(C)C2CCCCC2)ccc2c(C)cc(=O)oc12 | -1 | -12 | -2 | 5 | 8 | 10 | -0.6 | 3 | 4 | 2 | 3
O=CNC(n1cnc2c(N3CCOCC3)ncnc21)C(Cl)(Cl)Cl (stereo not given) | -8 | -3 | -4 | -1 | -2 | 4 | -0.2 | -10 | -1 | 0 | 7
OC(COc1ccc(Cl)cc1)CSc1ccccn1 (stereo not given) | 10 | -39 | 4 | -23 | 5 | -79 | 0.2 | -73 | -39 | -8 | -6
CC(C)c1ccc2c(c1)CC[C@H]1[C@](C)(CN)CCC[C@]21C | 1&1 | -5&-17 | -2&2 | -110&-5 | -6&-8 | 2&7 | 1.2&4.0 | -3&2 | -15&11 | -2&-4 | -14&3
O=C1NC(=S)NC1Cc1ccc(O)cc1 (stereo not given) | -5 | 8 | 13 | -11 | -2 | -2 | -2.0 | 4 | -12 | 0 | -18

By substructure, the entries above with two or more sulfur atoms (three)
SMILES | ABHD5-PLIN5 inh | NR2F2 inh | MC4R antagonist | LMP1 NFkB inh | TLR9-MyD88 block | LRH-1 inv ag | MC4R barr agon | NCOA1 inh | SRC3 inh | NOD2 RIPK2 PPI | SRC2 inh
Cc1nnc(SCc2cc(=O)[nH]c(=S)[nH]2)s1 | 3 | -1 | 0 | -4 | 13 | -4 | 2.3 | 4 | -5 | 6 | -17
O=C(CSCc1ccc(Cl)cc1)Nc1nccs1 | 2 | 8 | -4 | -3 | -3 | -15 | -1.8 | 10 | 13 | 4 | -15
CSCCC1C(=O)OC2(C)CC(C)(C)NC(=S)N12 (stereo not given) | -9 | -7 | -2 | -7 | -6 | 13 | 0.9 | 7 | 0 | -6 | -7
